Source: PubChem BioAssay
C-LANA FP = blocks KSHV LANA C-terminal domain binding to DNA; MBP-C-LANA/FAM-LBS DNA binding, fluorescence polarization; inhibition, % at 9 µM; 0.078% of 340,000 active; AID 504423;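 active = highest replicate inhibition at or above 60% at 9 µM, even if other replicates fall short; inactive = all replicates below 60% inhibition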;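 note: 0% = neutral control wells and 100% = 4 µM acridine orange control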
MOR-DOR ag = agonists of human mu-delta opioid receptor heterodimerization | P35372+P41143 | cells, OPRM1-OPRD1 heterodimerization, luminescence | activation, % at 9.3 µM | 0.3% of 340,000 active; in the data active = activation above about 18%;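 note: 0% = vehicle-treated cells and 100% = reference agonist; values of inactives mirror those of a sister screen read the other way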
Cardiac RTF inh = cardiac RTF calcium desensitization | IANBD-labeled cardiac RTF, Ca2+ fluorescence | inhibition, % at 7.15 µM | 0.12% of 340,000 active;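 active = inhibition above the mean inhibition of all tested compounds plus 3 SD, cut at about 17% in these data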;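 note: assay run at fixed EC70 calcium of 1.6 mM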
Pemphigus Ab inh = human desmoglein-3 autoantibody binding inhibition | DSG3-coupled beads, scFv-anti-DSG3-GFP binding, flow cytometry; hits give low values | binding (percent of control), % at 10 µM | 0.48% of 310,000 active | AID 588358;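 active = binding more than 3 SD below its plate's average and above zero; inconclusive = below that plate limit but binding exactly zero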;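 note: hits lower antibody fragment binding to DSG3; some compounds called inactive have numbers as strong as hits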
V-ATPase pH = alters yeast V-ATPase proton transport; S. cerevisiae, pHLuorin cytosolic pH fluorescence; response, % at 10 µM; 0.37% of 350,000 active; AID 504577; in the data active = response mostly above about 7.3%, no sharp cut-off; inactive = mostly below about 5.4%; note: actives read high; inactives centre near 0; some compounds called inactive have numbers as strong as hits; reference of the scale not given here
Arrestin-AP2 inh = human beta-arrestin and AP2 interaction inhibition | AID 504490 | 0.31% of 340,000 active | FITC-arrestin peptide / GST-AP2 beads, flow cytometry; AP2 beta2 appendage carries R879A mutation | inhibition, % at 10 µM;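 active = inhibition above a set limit, near 3 SD of compounds lacking own fluorescence, cut at about 54% in these data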;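 note: plate controls were DMSO wells for no effect and 5 µM unlabelled arrestin peptide for full effect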
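Assay system: GST-AP2 R879A bound to glutathione beads, E. coli-expressed; Medium: PBS with 0.05% Tween 20 and 0.1% BSA; Also added: fluorescein-tagged arrestin peptide at 50 nM final; Timing: 12 min plus 1 h, RT; Measured by: flow cytometry, FL1 (488/535 nm); Evaluation: percent drop in bead-associated FITC signal.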
MOR-DOR inv ag = inverse agonist of human OPRM1-OPRD1 heterodimerization; 0.21% of 340,000 active; P35372+P41143; cell-based MOR-DOR heterodimer luminescence, inverse agonism; inhibition, % at 9.3 µM; in the data active = inhibition above about 22%, passing the limit was not always enough;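 note: 0% = cells with DMSO and 100% = wells without cells with DMSO; values of inactives mirror those of a sister screen read the other way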
RTF Ca sens act = cardiac RTF calcium sensitization. IANBD-labeled TnC RTF fluorescence at EC20 calcium; 0% EC20 calcium, 100% full calcium. activation, % at 7.2 µM. 0.24% of 340,000 active;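 active = activation above the mean over all tested compounds plus 3 SD, cut at about 30% in these data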;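 note: rise in fluorescence read as greater calcium sensitivity of cardiac thin filaments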
Wnt act = activators of Wnt/beta-catenin signaling | Wnt/beta-catenin reporter cell assay, activator, plate reader | activation, % at 9.35 µM | 1.2% of 300,000 active | AID 743398; in the data active = activation above about 30%, passing the limit was not always enough; inconclusive = no clear call, values can overlap the other calls;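 note: 0% = neutral control wells and 100% = positive control wells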
Keap1 Nrf2 FP = Keap1-Nrf2 (human) interaction inhibition | Q14145 | Keap1 Kelch-Nrf2 peptide fluorescence polarization, 1536-well | inhibition, % at 9.4 µM | 0.15% of 340,000 active | AID 504523; in the data active = inhibition above about 12%; inconclusive = no clear call, values can overlap the other calls; inactive = below about 7.3%;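 note: human Keap1 Kelch domain with fluorescein labeled Nrf2 9mer peptide probe; 0% = neutral control wells and 100% = peptide positive control; higher means more block of Keap1 binding to Nrf2 peptide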
Target sequence (Q14145 whole entry, looked up, the tested form may be a part): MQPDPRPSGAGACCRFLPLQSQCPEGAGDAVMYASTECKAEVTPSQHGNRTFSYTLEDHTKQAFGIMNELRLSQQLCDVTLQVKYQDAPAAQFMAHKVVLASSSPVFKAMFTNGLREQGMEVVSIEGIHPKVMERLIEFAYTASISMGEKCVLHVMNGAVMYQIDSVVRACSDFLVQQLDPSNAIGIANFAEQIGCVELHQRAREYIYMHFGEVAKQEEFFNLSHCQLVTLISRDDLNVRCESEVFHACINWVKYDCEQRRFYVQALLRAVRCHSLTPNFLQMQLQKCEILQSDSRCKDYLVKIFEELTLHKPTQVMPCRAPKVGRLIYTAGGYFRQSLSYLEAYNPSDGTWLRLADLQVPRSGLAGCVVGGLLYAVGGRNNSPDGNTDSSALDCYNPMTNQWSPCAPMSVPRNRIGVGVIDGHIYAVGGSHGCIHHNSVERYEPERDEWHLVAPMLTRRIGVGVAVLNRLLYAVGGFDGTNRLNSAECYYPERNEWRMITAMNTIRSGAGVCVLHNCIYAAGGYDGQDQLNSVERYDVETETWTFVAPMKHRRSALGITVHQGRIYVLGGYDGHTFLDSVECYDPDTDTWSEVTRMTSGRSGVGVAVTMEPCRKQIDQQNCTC
* hit, by the source's call; ? = inconclusive; / = no result given.

Structure	C-LANA FP	MOR-DOR ag	Cardiac RTF inh	Pemphigus Ab inh	V-ATPase pH	Arrestin-AP2 inh	MOR-DOR inv ag	RTF Ca sens act	Wnt act	Keap1 Nrf2 FP
COc1cccc(CNS(=O)(=O)c2c(C(=O)N3CCCCCC3)c(C)n(C)c2C)c1	0.5	-1.9	-3	/	6	2	10	5	-3	-5
O=C(O)c1c[nH]c2c([N+](=O)[O-])cccc2c1=O	13	0.0	5	93	1	-5	0	-6	-6	1
CN(CC(=O)Nc1ccc(F)cc1)c1ccc(S(=O)(=O)N2CCCC2)cn1	-0.2	-2.9	-10	/	5	-5	13	3	-1	-1
Nc1sccc1C(=O)c1ccc(Cl)cc1	-0.4	-3.3	-21	103	5	4	19	2	-1	-5
CCCS(=O)(=O)c1nc(S(=O)(=O)c2ccc(C)cc2)c(NCCN2CCOCC2)s1	-2.4	1.6	7	106	0	-4	-9	2	/	-7
CC12CCC(=O)N1C(C(=O)Nc1cccc3ccccc13)CS2 (centres undefined)	1.1	-1.0	-2	102	-1	19	6	-6	/	1
COc1ccc(CCNC(=O)Cc2cccs2)cc1OC	0.5	-1.2	0	99	0	29	7	0	-3	2
Cc1ccsc1C(=O)OCC(=O)Nc1ccc(Cl)cc1C(F)(F)F	1.9	6.0	-1	82	2	13	-38	0	0	5
O=C(Nc1cccc(Br)c1)c1ccc2c(c1)SC1=NS(=O)(=O)CCN12	1.4	-2.3	3	/	2	-9	9	-5	-3	-6
C=CCOC(=O)C1=C[C@@H](c2ccccc2)[C@H](CCCO)[C@@H](OCC)O1	0.1	-0.9	5	106	-2	0	5	4	0	-4
CC1(C)Cc2c(c(N3CCOCC3)nc3sc4c(NCCN5CCOCC5)nnnc4c23)CS1	-2.9	-2.3	1	110	-2	-14	12	5	0	-3
Cc1ccc(/C=C/C2=NN(Cc3ccccc3Cl)C(=O)CC2)cc1	3.0	0.2	-1	105	-1	-1	-1	-6	/	5
O=C(CCN1CCN(C(=O)c2ccccc2)CC1)c1ccc(Br)cc1	-3.3	-0.6	2	111	6	-2	4	3	-1	-14
COc1ccccc1N1CCN(c2ccc([N+](=O)[O-])cn2)CC1	-0.5	0.9	-12	94	-1	-12	-5	1	1	-2
O=C(C1CC1)N(Cc1ccco1)c1nc(-c2ccccc2)cs1	-1.5	0.4	0	106	-2	-2	-2	7	1	-10
O=C(Cn1nnc(-c2cccs2)n1)NCCc1ccccc1	-1.1	-2.2	-7	98	2	0	12	5	/	3
Cc1ccsc1C(=O)OCC(=O)Nc1c(Cl)cccc1C(F)(F)F	-0.6	-1.8	10	80	1	5	9	6	/	-2
Cc1cc(C)cc(N(CC(=O)NCc2ccco2)C(=O)CCC(=O)Nc2nccs2)c1	-0.6	-1.8	1	141	0	5	9	5	-10	3
CCOC(=O)C(NC(C)=O)(Nc1ccc(S(=O)(=O)Nc2onc(C)c2C)cc1)C(F)(F)F (centres undefined)	0.8	-2.7	-2	99	0	0	15	5	-5	2
COCCN1CCN(C(=O)c2cc(COc3ccc(F)cc3Cl)on2)CC1	-1.6	-2.5	-8	103	7	-12	14	-1	0	0
CC(C)(C)n1ncc2c(=O)n(CC(=O)c3ccc(Cl)cc3)cnc21	-0.1	-1.7	-8	97	5	10	8	7	/	-4
CN(c1ccccc1)S(=O)(=O)c1cccc(NC(=O)c2ccc(Cl)c([N+](=O)[O-])c2)c1	0.7	7.0	-2	104	0	25	-27	-2	-7	-2
CCc1c(SCCC(=O)O)nc2ccccc2c1C	-0.1	-3.8	-4	116	0	15	18	-1	-2	-1
O=C(N/N=C/c1ccc(O)c(O)c1)c1cccc(S(=O)(=O)N2CCCC2)c1	-0.6	-1.7	2	104	-3	0	9	-1	-7	0
O=c1cc(O)c2sc(Nc3ccc(F)cc3)nc2[nH]1	-0.8	0.1	0	102	-1	7	-1	1	2	-8
CCC1CCC2(CC1)NC(=O)N(CC(=O)Nc1ccc(OC)c(Cl)c1)C2=O (centres undefined)	0.3	-0.1	-5	101	-1	1	0	-4	-5	-2
COC(CNC(=O)c1ccc2c(c1)nc(C)n2-c1cc(C)cc(C)c1)OC	-2.4	-0.7	-6	102	1	-11	3	-6	1	-1
O=C(NNC(=O)C1CCN(S(=O)(=O)c2c(Cl)cccc2Cl)CC1)c1ccccc1O	0.0	-0.3	16	103	1	20	2	-1	-6	2
O=C(COc1ccccc1)NCCSCc1ccc(Cl)cc1	0.3	-1.2	7	98	0	24	6	-1	/	-1
O=C(COC(=O)/C=C/c1ccccc1Cl)NC1CCCCCC1	0.3	1.2	-5	98	6	6	-9	0	-1	-4

Quoted from the listing:
O=C(COc1ccccc1)NCCSCc1ccc(Cl)cc1 in Cardiac RTF inh shows 7
CCC1CCC2(CC1)NC(=O)N(CC(=O)Nc1ccc(OC)c(Cl)c1)C2=O (centres undefined) in V-ATPase pH shows -1

(further entries)
Structure	C-LANA FP	MOR-DOR ag	Cardiac RTF inh	Pemphigus Ab inh	V-ATPase pH	Arrestin-AP2 inh	MOR-DOR inv ag	RTF Ca sens act	Wnt act	Keap1 Nrf2 FP
c1ccc(COc2ccc(OCCN3CCCC3)cc2)cc1	-2.5	2.7	-2	101	0	4	-16	2	/	-6
Cc1ccc2nc(NC(=S)NC(=O)c3ccc(OC(C)C)cc3)sc2c1	0.4	-1.9	-1	100	0	12	10	1	-1	0
Fc1cccc(F)c1/C=N/Nc1ccccn1	1.0	-2.5	4	97	-2	55*	13	1	6	1
COc1cc(C2N(c3ccc(Cl)c(Cl)c3)C(=O)C3CCCN32)cc(OC)c1OC (centres undefined)	-0.9	1.1	-1	102	2	1	-6	5	-4	-1
CN1CCN(CCOCCOc2ccc(Br)cc2Cl)CC1	1.6	-3.1	-6	104	5	-10	15	-3	1	1
Cn1cnnc1SCC(=O)Nc1ccc(N2CCOCC2)cc1	2.9	-1.9	-8	92	2	-17	9	-4	-2	-2
CCOC(=O)c1c(/N=C/C2C(=O)CCCC2=O)sc(C)c1C	-0.9	-1.6	0	89	1	0	9	-8	0	-3
COc1ccnc(Oc2ccc(F)cc2)c1C(=O)N/C=N/OCc1ccc(F)cc1Cl	-0.2	1.6	-4	92	-3	18	-9	1	-8	-3
CCOc1ncccc1C(=O)Nc1cccc(Cl)c1Cl	1.0	-0.6	-10	101	/	0	4	-4	10	3
COCCNC(=O)C1Nc2ccc(OC(F)(F)F)cc2C2C=CCC12 (centres undefined)	-0.1	0.4	-25	98	-4	-6	-2	5	-5	0
Cc1ccc(NC(=O)c2ccc(COc3ccccc3[N+](=O)[O-])o2)nc1	-1.8	-1.8	-5	102	-1	-2	7	0	2	-2
Cc1ccc(Cl)c(Cn2cnc3c(cnn3C(C)(C)C)c2=O)c1F	-1.5	3.9	-10	101	0	-9	-22	-3	0	-6
CS(=O)(=O)c1nc(-c2ccc(F)cc2)cc(C(F)(F)F)n1	-1.6	-4.0	7	85	1	13	20	2	?	-4
CCOn1c(SCC)nc2ccccc2c1=O	2.2	-1.2	-9	/	4	-10	6	1	-1	5
Cc1ccc(NCC(=O)N/N=C\C(Br)=C\c2ccccc2)cc1	0.0	4.9	-6	100	2	0	-29	-3	4	-4
O=C(CCc1nc2ccccc2c(=O)[nH]1)NNC(=O)c1ccc(F)cc1	-1.7	-6.1	0	105	3	0	23	-5	11	2
CCC(C)NC(=O)CSC1=Nc2ccccc2C2=NC(CC(=O)NCc3ccccc3)C(=O)N12 (centres undefined)	-0.5	-0.2	11	/	-1	21	1	-1	5	4
Cc1ccn2c(NC(C)(C)C)c(-c3cccs3)nc2c1	-0.4	-0.3	5	100	-2	-10	1	-4	-1	-6
Cc1ccccc1OCC(=O)NCC1CCCO1 (centres undefined)	0.8	-1.1	-7	99	2	-2	6	1	-2	-2
O=C(NCc1cccs1)C1CCCCC1	-0.5	-0.8	3	100	-8	5	4	1	2	1
COc1ccc(C(C2C(=O)CC(C)(C)CC2=O)C2C(=O)CC(C)(C)CC2=O)cc1COCC(F)(F)F	-1.7	-2.1	-5	107	-5	9	11	3	/	-3
Cc1cccc(C(=O)N(Cc2nc3ccccc3c(=O)[nH]2)C2CCCCC2)c1	1.0	-2.3	-5	85	-1	23	12	3	0	2
CC(=O)OCC=C1CCC2C3CCC4=CC(=O)CCC4(C)C3C(O)CC12C (centres undefined)	2.8	0.9	4	94	-2	10	-4	-2	-7	-5
COc1ccc(-c2nc(C)sc2C)cc1	0.7	-0.2	-2	88	-2	6	1	-5	/	4
Cc1ccc(-c2nc3c(c(=O)[nH]c(=O)n3Cc3ccccc3)n2C)o1	-0.2	-3.6	3	89	2	-4	19	-4	-2	-1
COCCCNC(=S)N1CCN(C)CC1	168	-2.5	-2	96	4	-122	14	-3	3	-7
COc1ccc(C(=O)N(Cc2ccc(N(C)C)cc2)C2CCS(=O)(=O)C2)cc1 (centres undefined)	-0.5	0.2	-11	105	-3	5	-1	6	4	-1
O=C(N/N=C/c1ccco1)c1cc(-c2ccc(Cl)s2)[nH]n1	-1.1	2.7	8	104	7	20	-14	-1	-1	-2
CC1(C)C=Cc2c(c3ccccc3[nH]c2=O)O1	0.0	-0.4	-11	102	1	9	2	-1	/	-1
COCc1cc(CN2CCCC2)c(O)c2ncccc12	2.1	-0.1	-2	123	5	29	0	-18	/	2
O=Cc1ccc(OCC(=O)N2CCc3ccccc32)c(Br)c1	0.9	1.2	-7	98	-2	9	-6	-10	21	-3
COCCCNC(=O)c1ccc(N(C)S(C)(=O)=O)cc1	-1.0	-1.2	-8	99	0	3	7	-5	1	0
O=P(COCCO)(c1ccccc1)c1ccccc1	-1.2	-2.9	-8	104	0	0	13	-1	/	2
Brc1ccc(CSc2nnc(-c3ccccn3)n2Cc2ccco2)cc1	-0.7	0.9	2	98	-1	3	-5	-4	8	-12
Nc1c(C(=O)Nc2ccc3c(c2)OCCO3)nnn1Cc1ccccc1Cl	-1.1	0.9	-8	98	-2	-2	-5	-3	25	0
CC(C)(C)CN1CCNC(=O)C1CC(=O)NCCc1ccccc1F (centres undefined)	2.2	-2.2	-5	105	0	5	11	-5	0	-5
CCN=C(NCC)SC1CC(=O)N(c2cccc(OC)c2)C1=O (centres undefined)	-0.7	-1.4	-20	89	6	0	8	-8	/	-5
CC1CN(C(=O)Nc2ccc(F)cc2F)CC(C)O1 (centres undefined)	2.4	0.5	-6	/	3	-12	-3	-8	3	-2
O=C(NCc1ccco1)c1cc2c(s1)CCCCC2	-1.1	-2.8	-9	101	1	-7	16	0	-5	-6
